# From PubChem
# Rab2 wt GTP: modulators of GTP binding to Rab2A wildtype, primary screen, biochemical, dog, bead-based flow cytometry, multiplex; actives 0.19% (n = 190,000); GTP binding activity, % at 10 µM; GST-Rab2 wt beads, Bodipy-GTP binding;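 active = GTP binding activity at least 20 points away from 100%, either lowered or raised; inconclusive = signal likely due to the compound's own green fluorescence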;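 note: 0% = beads with excess unlabeled GTP and 100% = no-compound control corrected for plate trend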
# Mcl1 Noxa PPI: Mcl-1/Noxa binding inhibitors, primary screen, biochemical, TR-FRET, 1536-well; AID 1022, 2008; Induced myeloid leukemia cell differentiation protein Mcl-1 (Homo sapiens), Q07820; inhibition, % at 21.7 µM; TR-FRET Mcl-1/Noxa peptide binding, 2 h; actives 1.5% (n = 220,000);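 active = compounds that cut the protein-peptide binding signal by more than 50% relative to plate controls in a single-dose test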;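 note: His-tagged Mcl-1 with rhodamine Noxa BH3 peptide and terbium anti-His antibody; 0% = Mcl-1 plus Noxa peptide wells and 100% = peptide-only wells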
# Target sequence (Q07820 whole entry, looked up): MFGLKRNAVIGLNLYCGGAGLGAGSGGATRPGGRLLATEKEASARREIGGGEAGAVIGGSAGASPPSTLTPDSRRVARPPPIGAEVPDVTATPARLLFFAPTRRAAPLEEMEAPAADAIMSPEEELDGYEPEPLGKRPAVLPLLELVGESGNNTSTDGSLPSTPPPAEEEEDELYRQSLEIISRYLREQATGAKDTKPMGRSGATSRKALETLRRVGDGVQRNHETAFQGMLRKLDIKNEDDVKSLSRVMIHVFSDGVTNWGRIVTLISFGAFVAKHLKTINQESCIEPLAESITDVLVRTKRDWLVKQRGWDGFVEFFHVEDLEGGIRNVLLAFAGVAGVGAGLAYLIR
# Cdc42 wt: modulators of GTP binding to wildtype Cdc42, primary screen, biochemical, multiplex bead flow cytometry, Bodipy-GTP. AID 761, 2007. actives 0.2% (n = 190,000). percent activity (GTP binding), % at 10 µM. GST-Cdc42 beads; actives lie on both sides;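 active = percent activity GTP binding at least 20 points away from the 100% baseline, either down as inhibitor or up as activator; inconclusive = compound flagged as likely green fluorescent from well-wide comparison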;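 note: median bead fluorescence of bound Bodipy-FL-GTP at 100 nM; 0% = excess unlabeled GTP control and 100% = no compound control; below 100% means less GTP binding so inhibitor and above means activator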
# Target sequence (P60953 whole entry, looked up): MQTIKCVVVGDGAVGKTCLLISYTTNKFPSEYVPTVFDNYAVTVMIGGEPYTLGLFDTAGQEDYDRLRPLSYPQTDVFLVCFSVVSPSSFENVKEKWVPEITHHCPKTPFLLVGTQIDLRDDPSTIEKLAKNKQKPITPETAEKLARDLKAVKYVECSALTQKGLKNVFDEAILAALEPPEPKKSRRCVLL
# Mcl-1 Bim block: inhibitors of Bim peptide binding to Mcl-1, primary screen, biochemical, bead-based flow cytometry, multiplex. actives 0.1% (n = 190,000). Bim peptide-Mcl-1 binding. Induced myeloid leukemia cell differentiation protein Mcl-1 (Homo sapiens), Q07820. inhibition, % at 10 µM; in the data active = inhibition above about 40%;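 note: 0% = no compound tracer wells and 100% = peptide blocker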
# Mcl1 Bid PPI: Mcl-1/Bid binding inhibitors, primary screen, biochemical, TR-FRET, 1536-well; Induced myeloid leukemia cell differentiation protein Mcl-1 (Homo sapiens), Q07820; TR-FRET Mcl-1/Bid-Dy647 peptide binding; inhibition, % at 21.7 µM; actives 0.97% (n = 220,000); AID 1021, 2008;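 active = compounds that cut the binding signal by more than half at the single screening dose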;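 note: His-tagged Mcl-1 with europium anti-His antibody binding Bid BH3 peptide; 0% = Mcl-1 plus peptide wells and 100% = peptide-only wells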
# HRas wt GTP bind: modulators of GTP binding to HRas wildtype, primary screen, biochemical, bead-based flow cytometry, multiplex. actives 0.14% (n = 190,000). GST-Ras wt beads, Bodipy-FL-GTP binding; actives lie on both sides. AID 759, 2007. GTP binding activity, % at 10 µM. GTPase HRas (Homo sapiens), P01112;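 active = GTP binding activity at least 20% away from the 100% baseline, either lowered as inhibitor or raised as activator; inconclusive = flagged as likely green fluorescent, judged across all proteins in the well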;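 note: 0% = unlabeled GTP competition control and 100% = no-compound control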
# Target sequence (P01112 whole entry, looked up): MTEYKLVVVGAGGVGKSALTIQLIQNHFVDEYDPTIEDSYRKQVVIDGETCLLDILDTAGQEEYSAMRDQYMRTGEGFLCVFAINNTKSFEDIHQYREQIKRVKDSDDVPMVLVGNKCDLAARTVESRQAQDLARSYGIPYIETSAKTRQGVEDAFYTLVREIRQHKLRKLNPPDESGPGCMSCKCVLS
# Pf gametocyte: late stage P. falciparum gametocyte viability inhibitors, primary screen, ATP luminescence, HTS. P. falciparum stage V gametocytes, 24 h. inhibition, % at 10.9 µM. actives 0.065% (n = 150,000). AID 743093, 2013;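 active = inhibition above the mean plus 3 SD of compounds within the control limits, set per campaign, cut at about 38% in these data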;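 note: 0% = DMSO wells and 100% = medium only without gametocytes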
# RGS8-Gao reg: RGS8-Galphao binding modulators, primary screen, biochemical, multiplexed bead flow cytometry; actives 0.34% (n = 220,000); Guanine nucleotide-binding protein G(o) subunit alpha (Homo sapiens), P09471; AID 1423, 2008; actives lie on both sides; response (percent of control binding), % at 10 µM; in the data active = response below about 60% or above about 140%; inactive = in between;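 note: Galphao activated as the GDP aluminium fluoride complex binding bead-coupled RGS8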
# Target sequence (P09471 whole entry, looked up): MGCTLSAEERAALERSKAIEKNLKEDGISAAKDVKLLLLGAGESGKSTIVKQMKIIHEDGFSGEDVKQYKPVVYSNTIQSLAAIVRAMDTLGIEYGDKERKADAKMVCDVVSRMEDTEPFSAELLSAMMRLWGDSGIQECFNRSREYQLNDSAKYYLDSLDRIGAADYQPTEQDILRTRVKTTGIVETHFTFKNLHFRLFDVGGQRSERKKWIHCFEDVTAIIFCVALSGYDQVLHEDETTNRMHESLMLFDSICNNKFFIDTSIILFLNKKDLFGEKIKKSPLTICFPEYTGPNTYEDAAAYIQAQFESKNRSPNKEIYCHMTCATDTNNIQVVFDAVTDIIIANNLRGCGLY
# Rab7 wt modul: modulators of GTP binding to Rab7, primary screen, biochemical, wildtype, multiplex bead flow cytometry | AID 758, 2007 | actives 0.055% (n = 190,000) | GST-Rab7 beads, fluorescent GTP binding; actives lie on both sides; untreated = 100%, excess cold GTP = 0% | GTP binding activity (percent of control), % at 10 µM;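 active = fluorescent GTP binding to Rab7 beads changed by at least 20 points from the 100% baseline, either direction, mostly lower; inconclusive = compound itself probably fluorescent, or too few beads counted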;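 note: median green fluorescence of bound Bodipy-FL-GTP per Rab7 bead population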
# Rac1 act GTP bind: GTP binding modulators of activated mutant Rac1, primary screen, biochemical, bead-based flow cytometry, multiplex, fluorescent GTP. Ras-related C3 botulinum toxin substrate 1 (Homo sapiens), P63000. GST-Rac1 activated beads; actives lie on both sides; 100% means binding = to untreated wells. percent activity (GTP binding), % at 10 µM. actives 0.11% (n = 190,000);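 active = GTP binding at least 20 percentage points away from the 100% baseline, in either direction, so actives lie on both sides; inconclusive = Compound likely fluorescent itself, or too few beads counted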
# Rac1 wt modul: wildtype Rac1 GTP binding modulators, primary screen, biochemical, GST-Rac1 beads, flow cytometry, multiplex; Ras-related C3 botulinum toxin substrate 1 (Homo sapiens), P63000; fluorescent GTP binding; actives lie on both sides; 0 = cold GTP competed, 100 = untreated; GTP binding activity (% of control), % at 10 µM; actives 0.27% (n = 190,000);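 active = GTP binding activity at least 20 points away from the 100% control level, either lower or higher; inconclusive = compound flagged as likely green fluorescent, judged across all proteins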
# The depositor's hits bear a star; u = inconclusive; x = not tested or not shown.
# Each structure is followed by: RGS8-Gao reg, Rac1 wt modul, Pf gametocyte, Rab7 wt modul, Mcl1 Noxa PPI, Rab2 wt GTP, Rac1 act GTP bind, Mcl-1 Bim block, Mcl1 Bid PPI, Cdc42 wt, HRas wt GTP bind
- COc1ccc(N2CCN(C(=O)CCNS(=O)(=O)c3ccc4c(c3)CCC(=O)N4)CC2)cc1
  103, 105, -3, 99, 20, 102, 98, 0, -19, 101, 101
- C=CCn1c(SCC(=O)Nc2ccc(C)cc2C)nnc1-c1cccnc1
  104, 98, x, 100, -4, 96, 96, 0, -3, 96, 96
- Cn1nc(C(F)(F)F)c(/C=N/OC(=O)c2ccccc2)c1Sc1ccc(Cl)cc1
  102, 106, x, 100, -1, 102, 104, -1, 2, 107, 103
- CCOC(=O)C1=C(C)n2c(s/c(=C3\C(=O)Nc4ccccc43)c2=O)=NC1c1ccc(OC)cc1 (stereo unspecified)
  96, 97, 3, 95, 38, 94, 94, -7, 5, 91, 95
- CCc1ccccc1NC(=O)Cn1nnc(-c2cccs2)n1
  101, 100, x, 93, 0, 96, 98, 0, 5, 98, 99
- O=C(O)C1CCCCC1C(=O)NCc1ccncc1 (stereo unspecified)
  100, 103, x, 101, 15, 102, 98, -5, 4, 101, 103
- CCCn1c(=O)c2c(c3ccccc31)OCC(=O)N2
  101, 96, -17, 97, -10, 98, 97, 0, -15, 99, 101
- CC(C)c1cccc(C(C)C)c1NC(=O)CCl
  101, 98, 3, 105, 5, 99, 98, 1, -10, 93, 100
- N#Cc1c(NC(NC(=O)c2ccco2)C(=O)c2ccccc2)sc2c1CCCC2 (stereo unspecified)
  100, 110, x, 102, 22, 102, 102, -5, -22, 105, 104
- O=C(CCc1nc2ccccc2c(=O)[nH]1)OCC(=O)c1ccc(C2CCCCC2)cc1
  99, 103, x, 100, -6, 104, 101, 1, -4, 99, 103
- NS(=O)(=O)c1cc(C(=O)OCC(=O)c2ccccc2)c(Cl)cc1Cl
  98, 90, 9, 97, -2, 94, 92, -1, -41, 89, 93
- COCC(=O)NC1CCN(S(=O)(=O)c2ccc(C(=O)O)cc2)CC1
  104, 100, x, 93, 24, 100, 99, -4, 8, 100, 99
- COC(=O)c1ccc(COc2ccccc2/C=C(\C#N)C(=O)NC(C)C)cc1
  93, 100, 31, 96, 5, 100, 98, 0, -13, 98, 100
- O=C(NC1=NCCS1)c1cccc(N2C(=O)c3ccccc3C2=O)c1
  102, 102, 27, 107, 4, 101, 96, -1, -22, 98, 105
- COc1ccc(C(C)N2CC34C=CC(O3)C(C(=O)O)C4C2=O)cc1 (stereo unspecified)
  101, 107, 19, 97, 1, 99, 101, -4, -16, 105, 100
- Cc1cc(C)c(C#N)c(SCC(=O)Nc2ccc3c(c2)OCO3)n1
  95, 101, 2, 98, -6, 98, 99, -3, -10, 99, 97
- CCn1c(C(=O)N2CCCC(C(=O)NCCc3ccc(C)cc3)C2)cc2sccc21 (stereo unspecified)
  99, 102, x, 104, -15, 104, 101, 4, -47, 105, 103
- Cc1cccc(C)c1NC(=O)NC1(C(=O)N2CCOCC2)CCCCC1
  99, 103, x, 100, -10, 97, 99, -3, -4, 100, 99
- COCCCN(C(=S)Nc1cc(Cl)cc(Cl)c1)C(C)c1ccncc1 (stereo unspecified)
  100, 104, x, 96, 12, 100, 100, -5, -22, 99, 100
- COc1ccc(CCNC(=O)COc2cc(=O)n(C)c3ccccc23)cc1OC
  102, 106, -7, 102, 21, 104, 101, -2, 9, 101, 99
- COc1cccc(/C=N/NC(=O)CSCC(=O)Nc2ccccc2)c1O
  93, 93, x, 97, x, 95, 94, -1, -52, 97, 97
- COC(=O)CC1C(=O)NCCN1C(=S)Nc1cccc(C)c1 (stereo unspecified)
  106, 101, x, 100, 21, 97, 95, 2, -36, 100, 100
- O=C(CSc1nc(C2CC2)nc2ccccc12)N1c2ccccc2Sc2ccc(C(F)(F)F)cc21
  103, 104, 4, 101, -27, 103, 100, -4, -22, 102, 103
- N#CCCN1CCN(C(=S)c2ccc(-c3cc(Cl)ccc3Cl)o2)CC1
  92, u, x, u, -3, u, u, -8, -36, u, u
- COC(=O)c1ccccc1Sc1ncnc2onc(C)c12
  98, 101, -6, 113, -3, 96, 105, 0, 6, 96, 97
- O=C(CN(CCc1ccccc1)C(=O)CNS(=O)(=O)c1ccc(F)cc1)NCc1ccco1
  101, 100, -18, 99, 4, 98, 99, 1, -10, 102, 101
- CC(C)Oc1ccccc1/C=N/Nc1ccccc1[N+](=O)[O-]
  81, 103, x, 98, 10, 97, 99, 0, -36, 104, 103
- CC(=O)c1cnc(SCCN2C(=O)c3ccccc3C2=O)nc1C
  100, 100, -10, 100, 1, 101, 98, 0, -1, 100, 99
- COc1ccc(CCNc2nc(-c3sc(N)nc3C)cs2)cc1OC
  102, 99, x, 94, 20, 96, 95, -4, -34, 98, 96
- Cc1ccc(NC2=NC3(CCCC3)N=C(N)N2)c(C)c1
  101, 94, 2, 98, 12, 97, 91, -2, -16, 99, 95
- FC(F)(F)c1cnc(Oc2ccccc2-c2nnc(-c3ccc(Cl)cc3)o2)c(Cl)c1
  97, 105, x, 99, -11, 101, 98, -9, -3, 106, 102
- COc1ccc(C(=O)CCc2nc3ccccc3s2)cc1
  101, 99, x, 103, 18, 99, 98, -1, -4, 98, 99
- O=C(Cc1ccccc1)N/N=C/c1cccc([N+](=O)[O-])c1
  102, 98, 20, 95, 9, 95, 97, -4, -12, 97, 96
- COc1cc(CNC(C)(C)C)ccc1OCC(=O)NC(C)(C)C
  99, 101, -2, 104, 0, 98, 97, 2, -46, 100, 99
- Cc1ccc(S(=O)(=O)N(C)c2ccc(C(=O)N3CCc4ccccc4C3)cc2)cc1
  101, 91, -24, 96, 14, 92, 85, 3, -16, 89, 95
- O=C(NCC1CCCO1)c1ccc(NC(=O)C2CCCCC2C(=O)O)cc1 (stereo unspecified)
  100, 104, x, 103, -9, 100, 100, -1, -2, 102, 101
- CC1CCN(CC(O)COC2CCC(C(C)(C)C)CC2)CC1 (stereo unspecified)
  100, 101, -7, 106, 12, 103, 98, 0, -6, 102, 102
- CCN(CC)C(=O)Sc1cccc2cccnc12
  99, 95, -13, 96, 11, 96, 96, -2, 5, 100, 99
- C/C=C/c1ccc(OCCCCOc2ccccc2F)c(OC)c1
  101, 94, -44, 92, 14, 94, 95, -7, -18, 92, 95
- Cc1cccc(C)c1NC(=O)CSc1nnc([C@@H]2CCCN2C(=O)OC(C)(C)C)o1
  99, 103, x, 97, 1, 100, 95, 2, -34, 100, 99
- CC1(C)CC(=NO)CC(C)(C)N1
  96, 102, x, 97, 16, 97, 99, 0, 1, 100, 99
- Cc1ccc(C)c(NC(=S)NNC(=O)c2csc3c2CCC(C)C3)c1 (stereo unspecified)
  93, 107, x, 100, 2, 100, 98, -3, -3, 106, 101
- COC(=O)NNC(=O)C12CC3CC(CC(C3)C1)C2
  98, 103, -31, 101, 7, 97, 96, -6, 10, 102, 97
- CCN(c1ccccc1)S(=O)(=O)c1cc(NC(=O)Nc2ccccc2C#N)ccc1Cl
  102, 101, -31, 98, 20, 103, 103, 14, -4, 101, 101
- CC1CCc2nn(CC(=O)NCCCN3CCCCC3)cc2C1 (stereo unspecified)
  97, 104, x, 100, -19, 101, 100, 2, -35, 103, 99
- COc1ccc(OC)c(S(=O)(=O)N2CCC(C(=O)Nc3ccccc3)CC2)c1
  103, 91, -5, 91, 12, 95, 92, 0, -4, 94, 91
- CCc1nnc(NC(=O)COC(=O)CN2C(=O)c3ccccc3C2=O)s1
  98, 100, 9, 99, 20, 99, 99, 0, -11, 101, 100
- CCc1sc(N(C(=O)Cc2ccccc2)c2ccccc2F)nc1-c1ccc(C)cc1
  98, 106, x, 101, 6, 96, 102, -9, 4, 100, 100
- CCn1cc(/C=C/C(=O)Nc2ccc(C)cc2Br)cn1
  92, 104, 7, 98, 0, 98, 98, 0, 8, 101, 99
- CCN=C1NN=C(c2c[nH]c3ccccc23)CS1
  99, 100, 16, 104, 17, 101, 95, -1, -76, 97, 98
- Cc1cc(O)c(C(C)C)cc1N=C1CSC(=O)N1
  89, 96, x, 92, 23, 93, 90, -2, -12, 93, 94
- O=C(Cn1nnc(-c2ccccc2)n1)N/N=C/c1cccc([N+](=O)[O-])c1O
  95, 91, x, 99, 44, 93, 91, 0, -109, 90, 93
- O=C(Cn1cnc2c(cnn2-c2ccccc2)c1=O)N1CCN(c2ccc(F)cc2)CC1
  99, 95, x, 92, -19, 95, 96, -2, -42, 97, 95
- C=CCNC(=O)c1onc(CSc2ccc(C)c(C)c2)c1C(=O)O
  100, 95, -19, 94, 21, 93, 92, 0, 13, 96, 96
- CCCCOC(=O)C1=C(C)NC2=C(C(=O)CCC2)C1c1cc(OC)ccc1OC (stereo unspecified)
  99, 104, -9, 101, 4, 101, 100, -2, -14, 100, 101
- Cc1cnccc1CN(C)Cc1nc(Cc2ccccc2Cl)no1
  106, 97, -20, 95, -2, 99, 98, -1, -18, 97, 96
- O=C(CSc1ccc(-c2cccs2)nn1)NCc1ccccc1Cl
  101, 101, x, 100, -3, 97, 100, -3, -1, 98, 99
- CN(CC/C=C1/c2ccccc2CSc2ccccc21)CCCO
  102, 101, -30, 104, 24, 97, 99, -1, -26, 100, 100

# Arranged by the number under Cdc42 wt (highest first): 3 of the compounds above
Compound,RGS8-Gao reg,Rab7 wt modul,Mcl1 Noxa PPI,Rab2 wt GTP,Mcl-1 Bim block,Mcl1 Bid PPI,Cdc42 wt,HRas wt GTP bind
CCN(CC)C(=O)Sc1cccc2cccnc12,99,96,11,96,-2,5,100,99
C=CCNC(=O)c1onc(CSc2ccc(C)c(C)c2)c1C(=O)O,100,94,21,93,0,13,96,96
O=C(Cn1nnc(-c2ccccc2)n1)N/N=C/c1cccc([N+](=O)[O-])c1O,95,99,44,93,0,-109,90,93
